Screening results (PubChem)
CHRM1 agonist – agonists of human M1 muscarinic receptor; P11229; CHO-K1 hM1, Fluo-8 calcium fluorescence, agonist mode; 0% DMSO, 100% acetylcholine EC100; activation, % at 3 µM; actives 0.33% (n = 360,000); AID 588814;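 active = activation above the run's mean compound activation plus 3 SD, cut at about 16% in these data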;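 note: peak over basal fluorescence ratio within a 140 s kinetic read after compound addition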
Target sequence (P11229 whole entry, looked up): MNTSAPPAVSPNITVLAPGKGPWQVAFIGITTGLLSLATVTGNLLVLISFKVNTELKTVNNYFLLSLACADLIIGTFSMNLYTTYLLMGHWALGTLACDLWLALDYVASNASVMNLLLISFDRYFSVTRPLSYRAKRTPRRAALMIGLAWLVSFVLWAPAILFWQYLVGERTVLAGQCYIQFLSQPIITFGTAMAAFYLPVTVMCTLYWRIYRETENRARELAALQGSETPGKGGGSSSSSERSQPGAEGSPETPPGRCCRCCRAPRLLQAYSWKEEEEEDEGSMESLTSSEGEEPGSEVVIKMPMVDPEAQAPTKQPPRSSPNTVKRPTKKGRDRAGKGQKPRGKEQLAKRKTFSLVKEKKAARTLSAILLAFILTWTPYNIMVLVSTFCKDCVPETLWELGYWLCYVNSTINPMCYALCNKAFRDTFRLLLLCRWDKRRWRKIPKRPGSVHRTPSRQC
CHO-K1 Ca antag – counter-screen for M1 antagonists: effect in parental CHO-K1 cells; ATP-induced calcium, Fluo-8 fluorescence; inhibition, % at 3 µM; actives 0.6% (n = 360,000); AID 602250;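 active = inhibition above a per-plate cutoff, the plate's mean sample inhibition plus 3 SD, cut at about 24% in these data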;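 note: 0% = DMSO plus EC80 ATP and 100% = DMSO alone without ATP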
TAAR1 antagonist – human TAAR1 antagonism; CHO RD-HGA16 TAAR1, Fluo-8 calcium fluorescence, antagonist; actives 1.5% (n = 360,000); inhibition, % at 3 µM;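 active = inhibition above a per-plate cutoff, the mean inhibition of test compounds on that plate plus 3 SD, cut at about 49% in these data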;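 note: 0% = DMSO plus EC80 beta-PEA response and 100% = DMSO alone without agonist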
Target sequence (Q96RJ0 whole entry, looked up): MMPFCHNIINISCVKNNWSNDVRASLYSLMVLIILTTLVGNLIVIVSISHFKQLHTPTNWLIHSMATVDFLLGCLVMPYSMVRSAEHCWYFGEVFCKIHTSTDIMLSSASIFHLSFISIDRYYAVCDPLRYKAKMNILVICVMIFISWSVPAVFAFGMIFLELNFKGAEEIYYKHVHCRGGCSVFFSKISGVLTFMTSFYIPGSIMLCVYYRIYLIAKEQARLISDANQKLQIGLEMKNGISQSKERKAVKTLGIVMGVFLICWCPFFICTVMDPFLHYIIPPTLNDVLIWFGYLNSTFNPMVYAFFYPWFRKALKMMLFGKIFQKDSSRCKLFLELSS
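System: RD-HGA16 CHO cells with stable hTAAR1 and Gα16 | Probe or stimulus: EC80 β-phenethylamine stimulus | Dosing: 3 µM, single point | Times: Dye loading 75 min at 37 °C, then 30 min room temperature | Measured by: Fluo-8 calcium-sensitive fluorescence | Read-out basis: % inhibition of agonist calcium response | Replicates: n of 1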
M1 ag parental – nonselective activator or artifact in parental CHO-K1 cells. Fluo-8 calcium fluorescence; scaled to maximal ATP response, vehicle zero. activation, % at 3 µM. actives 0.48% (n = 360,000); in the data active = activation above about 15%;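 note: untransfected CHO-K1 host cells lacking M1 receptor as counterscreen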
V1R ag counter – V1a receptor agonism, counter-screen for OXTR agonists; AID 2797; CHO-V1R cells, Fluo-8 calcium fluorescence, agonist mode; 0% DMSO, 100% 3 nM vasopressin; activation, % at 3 µM; actives 0.25% (n = 320,000);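 active = activation above the mean activation of all tested compounds plus 3 SD, per screening run, cut at about 20% in these data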;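 note: signal is peak over basal fluorescence ratio across a 100 second FLIPR read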
OXTR potentiate – potentiates the human oxytocin receptor response | P30559 | CHO-OTR cells, Fluo-8 calcium fluorescence, potentiator mode; 0% = oxytocin EC15, 100% = EC100 | activation, % at 3 µM | actives 0.061% (n = 320,000);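 active = activation above that plate's cutoff, the mean activation of tested compounds plus 3 SD, cut at about 6.6% in these data, passing the limit was not always enough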;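 note: 100% uses oxytocin at 75 nM as the full agonist control; some results filed as inactive read as strong as hits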
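Assay system: CHO cell line stably expressing human OTR. Reagent: EC15 oxytocin agonist. Dosing: single dose, 3.0 µM nominal final compound concentration. Timing: compound 6 min at room temperature before oxytocin, 100 s read. Signal: kinetic Fluo-8 calcium fluorescence. Controls: oxytocin EC15 low and EC100 high.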
CHO parental Ca – signal in parental CHO cells, OX1R antagonist counter-screen; parental CHO-K1, ATP-induced calcium, Fluo-8 fluorescence; AID 463079; actives 0.63% (n = 330,000); inhibition, % at 5.6 µM;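 active = inhibition above that plate's mean sample inhibition plus 3 SD, cut at about 26% in these data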;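 note: 0% = ATP-challenged DMSO wells and 100% = DMSO wells without ATP; some compounds past the cut are filed as inactive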
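test system = CHO parental line | reagent = ATP stimulus | measured by = intracellular calcium via Fluo-8 no-wash fluorescent dye | control set = ATP and no-ATP DMSO wells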
M1 PAM parental – nonselective activator or artifact in parental CHO-K1 calcium assay; ATP EC20, Fluo-8 calcium fluorescence; 0% at ATP EC20, 100% at ATP max; activation, % at 3 µM; actives 0.02% (n = 360,000); AID 602247;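 active = activation above the run cutoff, the mean activation of all test compounds plus 3 SD, cut at about 40% in these data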;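 note: peak over basal fluorescence ratio in a 140 s read after ATP addition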
TAAR1 ag – human TAAR1 agonism. AID 624467. activation, % at 3 µM. actives 0.99% (n = 360,000). CHO RD-HGA16 TAAR1, Fluo-8 calcium fluorescence; vehicle wells 0%, saturating PEA agonist 100%. Q96RJ0;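 active = activation above the mean activation of all test compounds in the run plus 3 SD, cut at about 38% in these data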
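Test system: RD-HGA16 (CHO) cells co-expressing Gα16 and hTAAR1 | Doses: Single dose, 3 µM | Schedule: 17-24 h seeding, 75 min 37 °C dye, 30 min RT | Evaluation: % activation from peak over basal fluorescence ratio, DMSO-to-PEA scaled | Technique: Kinetic Fluo-8 calcium fluorescence | Benchmarks: Low control DMSO, high control PEA (EC100)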
Numbers without * were called inactive; / = not tested or not shown.

SMILES,CHRM1 agonist,CHO-K1 Ca antag,TAAR1 antagonist,M1 ag parental,V1R ag counter,OXTR potentiate,CHO parental Ca,M1 PAM parental,TAAR1 ag
CCOC(=O)C1=CN(Cc2ccccc2)CCC1=O,-3,-15,-19,-0.2,/,/,/,6,0
CN(Cc1ccccc1)c1ncnc2sccc12,0,-5,6,11,6.0,-6,12,-26,1
Cc1cc(NC(=O)CSCC(=O)N(C)Cc2ccc(F)cc2)no1,-2,4,-35,0.4,0.2,1,-8,-5,2
CN(C)C(=O)c1ccc(Nc2ncnc3sc4c(c23)CCCCC4)cc1,-9,-11,7,1.0,-1.0,-3,-19,4,5
CCOc1ccc(C(=O)Nc2cc(NC(=O)c3ccc(OCC)c(Cl)c3)cc(C(=O)O)c2)cc1Cl,-9,7,-4,0.2,/,/,/,8,8
COc1ccc(C(=O)Nc2ccccc2C(=O)Nc2ccccc2)cc1,-4,-10,16,0.8,/,/,/,16,1
O=C(c1cccnc1)N1CCN(S(=O)(=O)c2cccc(Cl)c2)CC1,-2,-8,-27,1.2,/,/,/,-4,1
COc1ccc(NC(=O)CSc2nccn2Cc2ccc(F)cc2)cc1,0,4,-18,0.9,2.2,-5,-4,3,-1
COCCn1c(N)c(N(Cc2ccccc2)C(=O)c2ccc(C#N)cc2)c(=O)[nH]c1=O,-5,-16,-31,1.0,0.7,-13,-8,16,5
COc1ccc(C2=CSC3=NCCN23)cc1OC,-3,-2,-3,0.3,-0.6,-8,1,10,0
Cc1ccccc1NC(=O)C(C)O/N=C/c1cccc([N+](=O)[O-])c1 (configuration not stated),-1,3,-2,0.8,1.3,1,-9,7,11
Cc1ccc(S(=O)(=O)N2CCN(C(=O)CSc3nnc(C)s3)C2)cc1,-4,1,-6,0.3,-0.1,-6,5,-2,0
Cc1ccc(S(=O)(=O)c2nc(S(C)(=O)=O)sc2N2CCCCC2C)cc1 (configuration not stated),-10,-10,-9,-0.3,-0.6,-12,-7,25,0
N#CCCN1CCN(C(=S)c2ccc(-c3cc(Cl)ccc3Cl)o2)CC1,-3,-2,24,0.1,-0.4,-6,-15,12,-1
CCCCCn1cnc2c(sc3nc4c(cc32)CSC(C)(C)C4)c1=O,-6,15,-3,1.0,-0.9,-9,-13,-10,-1
CC(=O)N1C[C@H]2CON(C)[C@H]2C[C@H]1c1cccc(N2CCOCC2)c1,5,-9,-25,0.1,/,/,/,-2,5
O=C1N(c2ccccc2)C(c2ccc(Cl)cc2)N2CCCN12 (configuration not stated),-7,-11,-24,0.5,-0.8,-2,-10,15,4
COc1ccc(CCNS(=O)(=O)c2cccc3nsnc23)cc1OC,-3,-35,17,0.4,-0.1,3,-11,10,11
CS(=O)(=O)c1nc([N+](=O)[O-])nn1CCCc1ccccc1,-4,-1,/,0.7,0.6,-6,-13,9,/
c1ccc(CSc2ccc(-c3ccccn3)nn2)cc1,-1,-6,-39,0.8,-1.4,-4,-11,12,-1
O=C(CSc1n[nH]c(-c2ccncc2)n1)NC1CCS(=O)(=O)C1 (configuration not stated),-3,-5,-2,0.3,-1.2,-14,2,17,2
Cc1nc(-c2ccc(C(=O)Nc3cc(S(N)(=O)=O)ccc3C)cc2)cs1,-2,6,13,0.6,0.9,4,-7,7,-1
O=C(CSC(=S)N1CCCC1)NCCc1ccccc1,-5,4,88*,0.8,0.1,-6,-5,1,97*
OC(CC#CCN1CCCCC1)(c1ccccc1)c1ccccc1,-7,-8,1,1.8,4.5,-2,-10,13,5
O=c1oc(-c2cccs2)nc2scc(-c3cccs3)c12,3,8,2,-0.2,0.7,-13,-16,-6,4
CC(=O)O/N=C1\C(=O)N(Cc2ccc(C)cc2)c2ccccc21,24*,5,7,1.0,/,/,/,17,7
CN(c1cccc(Cl)c1)S(=O)(=O)c1cccc(C(=O)Nc2ccc3c(c2)CCC3)c1,-5,8,16,0.4,0.0,-4,3,4,1
Cc1ccc(NC(/C=C/N(C)C)=C/C(=O)C(F)(F)F)c(C)c1,-6,-12,7,1.9,1.3,-1,-14,16,16
CC1CCCCC1N(C)C1CCN(C(=O)CNC(=O)/C=C/c2cccc(Cl)c2)CC1 (configuration not stated),-6,-2,-25,0.2,1.0,-7,-15,3,4
CCOc1cc(/C=N/NC(N)=O)cc(Br)c1OCC(=O)Nc1ccccc1C,-1,5,47,3.8,0.8,0,-12,-4,33
C[C@H](NC(=O)c1nc[nH]c1C(=O)N[C@@H](CCCCNC(=O)OC(C)(C)C)C(=O)OC(C)(C)C)c1ccccc1,-3,-17,16,-0.3,-0.9,-13,-31,12,10
COCCN(C(=O)C(C)C)c1nnc(-c2ccc(C)cc2)s1,-3,-25,-10,0.3,0.0,-12,-8,19,15
CC(C)c1ccc(OCC(=O)NC2=NCCS2)cc1,-2,-5,2,0.2,0.5,-5,-3,11,2
O=C(Nc1ccccc1)OCc1ccccn1,-2,-3,-1,0.4,1.0,-1,-5,2,12
C=CCN(c1ccccc1)S(=O)(=O)c1cccc(C(=O)Nc2nnc(SCC)s2)c1,-4,-12,-29,0.3,2.8,-11,-23,25,-1
O=C(COC(=O)Cc1c[nH]c2ccccc12)Nc1ccccc1C(F)(F)F,-3,3,12,0.1,0.6,-9,-6,0,2
COc1ccc(C(=O)CSc2nc(-c3ccccn3)nc(C)c2Cl)cc1,-1,-4,14,1.6,-1.0,-8,-38,-12,1
O=C(COc1ccc(Cl)cc1)Nc1cc(S(=O)(=O)N2CCCCC2)ccc1N1CCCCC1,-2,-10,-5,0.3,0.8,-1,-18,19,-1
OC[C@H]1OC(O)[C@@H](O)[C@@H](O)[C@@H]1O (some centres not stated),-2,20,-17,0.3,0.6,-8,-7,-5,-1
COc1ccc(C(=O)CSC(=S)N2CCCCC2)cc1,-9,-8,/,3.9,/,/,/,13,/
Cc1cc(OCC(=O)OCC(=O)Nc2cc(S(=O)(=O)N3CCOCC3)ccc2Cl)ccc1Cl,4,-7,64*,4.6,12,-10,-1,10,17
CC(C)(O)c1cc2ccc(C#CCCN3C(=O)c4ccccc4C3=O)cc2c(=O)o1,2,-10,62*,0.5,9.5,-10,-3,3,15
Cc1ccc(S(=O)(=O)N(C)C)cc1NC(=O)COC(=O)Cc1n[nH]c(=O)c2ccccc12,-7,7,-3,-0.4,6.5,-4,4,-1,0
C[C@@H]1CCC(=O)N(C[C@@H](C)CSc2ccccc2)CC1,-8,5,-14,-0.5,-0.5,-4,-14,5,2
CCn1c(O)c(/C=N/NC(=O)c2ccncc2)c(=O)n(CC)c1=S,-4,-7,17,-0.3,/,/,/,21,4
COc1cc(CN(C)Cc2cccc3ccccc23)cc([N+](=O)[O-])c1O,-4,-7,-16,1.1,-0.3,-8,-14,9,-1
CCCCOC(=O)CSC1=C(C#N)C(c2ccccc2OC)C(C#N)C(=O)N1 (configuration not stated),-1,-8,-1,0.3,-0.2,0,-27,23,6
Cc1ccc(N=Cc2sc(O)c3ccccc23)c(C)c1,-4,-17,7,0.0,3.1,-15,-21,6,16
CC(C)(C)c1ccc(-n2ncc3c2CCCC3NC(=O)CN2CCCC2=O)cc1 (configuration not stated),1,-9,-34,5.7,4.4,-9,-6,11,3
CC(c1n[nH]c(=S)n1-c1ccc(Cl)cc1)N(C)C (configuration not stated),-5,-9,3,0.3,0.4,-6,12,6,2
O=c1cc(-c2ccc(O)cc2)oc2c1ccc1ccccc12,-3,-21,13,0.3,0.7,-6,-3,4,7
COc1ccccc1NS(=O)(=O)c1ccc(C(N)=O)cc1,-5,-3,-11,0.1,1.3,-4,-11,18,4
CC(C)C(=O)Nc1ccc2c3c(cccc13)CC2,-8,-5,-6,-0.1,-1.8,-3,-11,28,-1
CCN(CC)S(=O)(=O)c1ccc2[nH]c(=O)cc(C(=O)Nc3ccccc3N3CCOCC3)c2c1,-3,-6,10,0.2,0.8,-2,-17,6,21
CCSc1nnc2c(n1)OC(c1ccc(C(=O)O)cc1)N(C(C)=O)c1ccccc1-2 (configuration not stated),0,-2,-16,0.1,0.1,3,-9,6,1
COc1cc(CCC(=O)Nc2nccs2)cc(OC)c1OC,-2,-14,1,5.2,0.5,-10,-11,20,0

Next part:
SMILES,CHRM1 agonist,CHO-K1 Ca antag,TAAR1 antagonist,M1 ag parental,V1R ag counter,OXTR potentiate,CHO parental Ca,M1 PAM parental,TAAR1 ag
COc1ccc(OC)c(/C=N/N(CCC#N)C2=NS(=O)(=O)c3ccccc32)c1,-1,17,-11,0.5,-0.2,-8,-9,-7,1
O=C(CN(Cc1ccco1)C(=O)c1ccc(Cl)cc1)Nc1c(Cl)cc(Cl)cc1Cl,2,-14,29,1.2,-0.2,-7,-15,27,8
CCOc1ccc(C(=O)NCC(=O)NNC(=O)c2ccco2)cc1OCC,0,-8,-13,0.8,0.9,2,-5,3,3
O=[N+]([O-])c1ccc(/C=N/Nc2ccc3ccccc3c2)o1,-3,23,76*,12,8.9,-18,42*,5,21
COc1ccc(-c2ccc(NS(=O)(=O)c3cccc([N+](=O)[O-])c3)cc2)nn1,-2,-2,-20,2.3,4.2,-4,-25,-3,2
O=C(COC(=O)c1cc(=O)[nH]c2ccccc12)Nc1cccc(S(=O)(=O)N2CCOCC2)c1,-6,-20,-11,1.2,0.6,1,8,16,0
CCOC(=O)C1=C(COC(=O)/C=C/c2ccc(F)cc2)NC(=O)NC1C (configuration not stated),2,-3,55*,7.3,/,/,/,4,18
COc1ccc(N(CC(=O)NC2CCCCCC2)S(=O)(=O)c2c(C)nn(C)c2C)cc1,-6,-4,-4,5.8,0.2,-9,-17,22,5
COc1ccc(CCNC(=O)/C=C/c2ccco2)cc1,-2,1,11,0.5,0.8,8,-9,3,-1
C=CCSC1=N/C(=C\c2ccc(C(=O)O)cc2)C(=O)S1,-4,6,-6,4.3,0.5,1,-5,10,6
C[C@@H]1CN([C@H](C)CO)C(=O)Cc2cc(NS(=O)(=O)c3ccc(Cl)cc3)ccc2O[C@H]1CN(C)Cc1ccc(C(F)(F)F)cc1,-6,-4,/,-0.3,-0.8,-7,-32,-12,/
CCc1nnc(NC(=O)c2cc(S(=O)(=O)N3CCOCC3)ccc2N2CCCCC2)s1,-9,-18,-41,0.6,/,/,/,16,1
